# RXFP1 antag = qHTS Assay for Antagonists of the Relaxin Receptor RXFP1. Relaxin receptor 1 (Homo sapiens), Q9HBX9. HEK293-RXFP1, relaxin-stimulated cAMP HTRF, 30 min; active compounds read low. activity change, negative = inhibition, % at 57.5 µM. 0.59% of 350,000 active. AID 1259400, 2018;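 active means activity change of -60% or lower, but not beyond a set lower limit; inconclusive means change between -60% and -40%, or beyond the set limit; inactive means change above -40%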; further: on the % scale 0 is the no-effect control and ±100 the full control effect
# Target sequence (Q9HBX9 whole entry, looked up): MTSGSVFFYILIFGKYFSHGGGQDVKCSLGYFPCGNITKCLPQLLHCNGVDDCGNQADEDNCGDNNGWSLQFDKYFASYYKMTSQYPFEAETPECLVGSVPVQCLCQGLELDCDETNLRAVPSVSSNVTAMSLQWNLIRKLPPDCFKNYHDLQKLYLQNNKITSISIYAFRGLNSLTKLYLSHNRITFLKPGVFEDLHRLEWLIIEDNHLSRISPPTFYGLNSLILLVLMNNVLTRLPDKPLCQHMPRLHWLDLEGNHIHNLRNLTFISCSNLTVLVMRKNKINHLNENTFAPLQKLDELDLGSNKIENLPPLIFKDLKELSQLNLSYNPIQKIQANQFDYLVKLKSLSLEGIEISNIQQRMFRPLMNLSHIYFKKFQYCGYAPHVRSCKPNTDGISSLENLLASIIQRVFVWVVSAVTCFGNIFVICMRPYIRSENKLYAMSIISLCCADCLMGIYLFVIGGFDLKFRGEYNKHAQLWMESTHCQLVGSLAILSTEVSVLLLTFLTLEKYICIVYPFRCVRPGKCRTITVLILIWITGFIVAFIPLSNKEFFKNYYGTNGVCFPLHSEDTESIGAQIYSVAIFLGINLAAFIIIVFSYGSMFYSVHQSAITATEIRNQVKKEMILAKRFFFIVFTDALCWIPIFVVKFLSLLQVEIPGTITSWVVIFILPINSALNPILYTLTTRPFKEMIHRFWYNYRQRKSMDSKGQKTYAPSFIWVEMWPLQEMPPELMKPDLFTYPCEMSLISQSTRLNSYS
# D2 potentiator = HTS Assay for Positive Allosteric Modulators of the Human D2 Dopamine Receptor: Primary Screen for Potentiators | potentiation, % at 10 µM | AID 485347, 2010 | 0.34% of 340,000 active | D(2) dopamine receptor (Homo sapiens), P14416 | HEK293 T-REx D2, calcium flux, EC20 dopamine potentiation;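 active means potentiation over 3 SD above the plate norm, cut at about 30% in these data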; further: 0% is about no effect
#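 Potentiation of an EC20 dopamine calcium response is measured in a force-coupled, tetracycline-inducible Hek293 Trex D2 line. Compound-only kinetic reads over 180 s flag agonists before dopamine addition.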
# RXFP1 agonist = qHTS Assay for Agonists of the Relaxin Receptor RXFP1. Relaxin receptor 1 (Homo sapiens), Q9HBX9. HEK293T-RXFP1 cAMP TR-FRET, 30 min; response scale: percent of porcine relaxin response, buffer zero. Potency, µM (titrated, usually from 57.5 µM), without a hit: at the top dose activation, actives largely listed as activators. 0.3% of 370,000 active; further: potency means the concentration at half of the fitted maximal effect; on the % scale 0 is the no-effect control and ±100 the full control effect; nearly all actives have a fitted effect of over 60% in size; many of its hits are not listed in these tables
#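 HEK293 cells stably expressing RXFP1, treated 30 min at 37C with compounds plus PDE4 inhibitor Ro 20174; cAMP measured by HTRF TR-FRET. Normalized to buffer and 29 nM porcine relaxin; EC50 by Hill fit.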
# D1 ag = Allosteric Agonists of the Human D1 Dopamine Receptor: qHTS | D(1A) dopamine receptor (Homo sapiens), P21728 | HEK293 T-REx D1 cells, calcium flux, agonist mode | 1% of 360,000 active | AID 504660, 2011 | activation, % at 2 µM; in the data active means activation above about 30%; further: 0% is about no effect
#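 Inducible HEK293 T-REx D1 cells, force-coupled to calcium signalling, were plated at 4000 cells/well with tetracycline and held overnight at 30 C. After no-wash calcium dye loading, compound-evoked calcium rise over 180 s flagged agonists.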
# Vif-APOBEC3F blk = qHTS for Inhibitors of Vif-A3F Interactions: qHTS; HeLa A3F-eYFP + Vif (tagged APOBEC3F with the HIV-1 protein that degrades it), YFP fluorescence increase; Potency, µM (series often up to 46.1 µM), for the others: at the highest dose activity, negative = active; 0.2% of 390,000 active; AID 602313, 2012; further: potency means the concentration at half of the fitted maximal effect; % of control where 0% means no effect; nearly all actives have a fitted effect of over 65% in size
#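 Fluorescence increase (Ex 488/Em 500-530) after overnight compound treatment at 37 deg C flags inhibition of Vif-driven A3F-eYFP loss in stable HeLa A3F-eYFP/Vif cells seeded overnight beforehand.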
# Vif-APOBEC3G blk = qHTS for Inhibitors of Vif-A3G Interactions: qHTS; 0.076% of 410,000 active; DNA dC->dU-editing enzyme APOBEC-3G (Homo sapiens), Q9HC16; Potency, µM (top dose mostly 46.1 µM), for the others: top-dose activity, negative = active, hits mostly inhibitors; HeLa A3G-eYFP + Vif (tagged APOBEC3G with the HIV-1 protein that degrades it), YFP fluorescence, overnight;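 further: potency means the concentration at half of the fitted maximal effect; on the % scale 0 is the no-effect control and ±100 the full control effect; nearly all actives have a fitted effect of over 60% in size; hits raise eYFP signal because A3G escapes Vif-driven loss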
#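 Read-out is eYFP fluorescence (Ex 488/Em 500-530) from Vif-expressing HeLa A3G-eYFP cells; more signal means A3G escaped Vif-mediated degradation. Cells plated overnight, compound pinned in, incubated overnight at 37 deg C.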
# D1 antag = Antagonist of Human D 1 Dopamine Receptor: qHTS | HEK293 TREx D1 cells, calcium flux, dopamine EC80; active compounds read low | activity change, negative = inhibition, % at 10 µM | 3.2% of 360,000 active | D(1A) dopamine receptor (Homo sapiens), P21728; in the data active means activity change below about -30%; further: on the % scale 0 is the no-effect control and ±100 the full control effect
#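 Inducible Hek293 Trex D1 cells (tetracycline, overnight, 30 C). Calcium dye 30–90 min RT. Antagonist mode: EC80 dopamine added after 180 s compound read.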
# GRP78 ERSR act = qHTS for Inducers of the Endoplasmic Reticulum Stress Response (ERSR) in Human Glioma: qHTS. 0.02% of 420,000 active. Potency, µM, for the others: at the top dose activation, actives largely listed as activators. U87-MG GRP78 promoter luciferase reporter, 16 h; further: potency means the concentration at half of the fitted maximal effect; series mostly up to about 76 µM; % of control where 0% means no effect; nearly all actives have a fitted effect of over 35% in size
#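 Stably transfected U87-MG glioma cells carrying a GRP78-based luciferase sensor; 16 h compound incubation. Luminescence end-point read 10 min after Bright-Glo addition at room temperature.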
# D1 potentiator = Potentiators of Human D1 Dopamine Receptor: qHTS; D(1A) dopamine receptor (Homo sapiens), P21728; HEK293 TREx D1 cells, calcium flux, dopamine EC20 potentiation; potentiation, % at 10 µM; 0.036% of 360,000 active; in the data active means potentiation above about 30%; further: 0% is about no effect
# Active calls of the source: *; u = inconclusive; x = not tested or not shown. Unless noted, the call rests on the fitted dose curve; in most records, active means well fitted curve in the direction sought with a large enough effect; inconclusive means small, poorly fitted or top-dose-only effect, or another doubt; inactive means no such curve, though single readings can be large; an effect the other way counts as inactive or inconclusive.
SMILES,RXFP1 antag,D2 potentiator,RXFP1 agonist,D1 ag,Vif-APOBEC3F blk,Vif-APOBEC3G blk,D1 antag,GRP78 ERSR act,D1 potentiator
CCn1cc(C2=NOC(C(=O)Nc3c(C)nn(Cc4ccc(F)cc4)c3C)C2)c(C)n1 (stereo not given),x,-10,-0.6%,0,-6%,5%,-7,-3%,0
O=C(N/N=C/c1ccc(N2CCCCC2)o1)c1ccccc1,-6,-6,0.1%,3,-1%,-1%,-7,-9%,6
CCn1c2ccccc2c2cc(NC(=O)COc3ccccc3)ccc21,6,-12,-0.5%,-2,-15%,-6%,0,-3%,-12
CCOC(=O)CSc1nnc(C)n1N,3,11,-0.3%,2,5%,2%,-13,-4%,6
COc1ccc(C(=O)NCc2cn3c(C)csc3n2)cc1OC,-24,-17,3.2%,1,-5%,1%,8,-2%,-8
CCCN(C(=O)CSc1nc2ccccc2n1CC)C1CCS(=O)(=O)C1 (stereo not given),0,1,-0.7%,8,-8%,-3%,-30*,2%,-4
CC1CCCN(C(=O)c2ccc3c(=O)n4nc(Nc5ccccc5)sc4nc3c2)C1 (stereo not given),-10,x,x,x,-1%,7%,x,0%,x
Cc1cc(C)nc(NS(=O)(=O)c2ccc(NC(=O)Cc3ccc(F)cc3)cc2)n1,4,23,-0.6%,2,2%,-1%,-11,-5%,-5
O=C(COC(=O)c1cc(=O)[nH]c(=O)[nH]1)Nc1cccc(S(=O)(=O)N2CCOCC2)c1,-15,4,0.1%,-1,-14%,0%,-4,-3%,2
Cc1sc(-n2c(C)cc(C=O)c2C)c(C(=O)O)c1C,-11,6,0.4%,2,-3%,-1%,-6,-5%,1
COc1ccccc1CCNC(=O)c1c(C)nn(CC(C)C)c1Cl,-4,-8,-0.7%,7,-7%,8%,-4,4%,-6
CC(C)[C@H](NS(=O)(=O)c1ccc(Cl)cc1)C(=O)OCC(=O)c1c(N)n(C)c(=O)n(C)c1=O,19,16,u,1,-6%,-8%,2,-2%,1
CCCSCCCNC(=O)Cn1c(=O)c2cccn2c2ccccc21,-4,-1,9.0%,4,0%,-6%,10,-5%,-1
O=C(c1ccc(F)cc1)C1CCN(C(=O)c2ccncc2)CC1,20,-9,-0.1%,2,5%,-1%,-11,-2%,5
Cc1[nH]c2ccccc2c1/C=N/NC(=O)Cc1cccs1,2,5,0.6%,1,3%,2%,-17,-4%,-4
Cc1nc2cncc(Br)c2n1C,-1,-9,5.8%,1,7%,-1%,3,-4%,-2
Cc1nc2ccc(Br)cn2c1C(=O)N/N=C\c1ccccc1Cl,-6,9,4.2%,3,-13%,1%,-10,-4%,-17
COc1ccc(/C=C/c2nc(C#N)c(NCc3ccc(F)cc3)o2)cc1OC,8,-4,7.1%,0,0%,8%,-16,-2%,2
COc1ccc(OC)c(-n2c(=S)[nH]c3c(sc(=S)n3-c3ccccc3)c2=O)c1,-7,x,2.3%,3,28%,1%,4,-1%,0
COc1ccccc1CNS(=O)(=O)c1ccc2c(c1)NC(=O)CS2,1,7,1.7%,5,-9%,0%,8,-2%,-7
Cc1ccccc1OCc1nnc2c3cnn(C)c3ncn12,10,9,-1.1%,2,-3%,-1%,10,1%,1
CCn1c(=O)c(=O)[nH]c2cc(C(=O)NC3CC3)ccc21,1,2,0.3%,2,5%,0%,-30,-1%,-2
COc1cccc(CN2CCCC(C(=O)c3ccc4c(c3)OCO4)C2)c1OC (stereo not given),-10,-9,-0.1%,5,2%,-13%,-7,-2%,-5
C=CCn1c(NC(=O)c2ccc(Br)o2)c(C(=O)OCC)sc1=S,-12,-3,-0.9%,5,1%,-1%,-2,-3%,-9

# An excerpt of these results, with two lines to a compound.
# Fields – RXFP1 antag	D2 potentiator	RXFP1 agonist	D1 ag	Vif-APOBEC3F blk	Vif-APOBEC3G blk	D1 antag	GRP78 ERSR act	D1 potentiator
O=C(c1ccc(F)cc1)C1CCN(C(=O)c2ccncc2)CC1
  20	-9	-0.1%	2	5%	-1%	-11	-2%	5
Cc1[nH]c2ccccc2c1/C=N/NC(=O)Cc1cccs1
  2	5	0.6%	1	3%	2%	-17	-4%	-4
Cc1nc2cncc(Br)c2n1C
  -1	-9	5.8%	1	7%	-1%	3	-4%	-2
Cc1nc2ccc(Br)cn2c1C(=O)N/N=C\c1ccccc1Cl
  -6	9	4.2%	3	-13%	1%	-10	-4%	-17
COc1ccc(/C=C/c2nc(C#N)c(NCc3ccc(F)cc3)o2)cc1OC
  8	-4	7.1%	0	0%	8%	-16	-2%	2
COc1ccc(OC)c(-n2c(=S)[nH]c3c(sc(=S)n3-c3ccccc3)c2=O)c1
  -7	x	2.3%	3	28%	1%	4	-1%	0
COc1ccccc1CNS(=O)(=O)c1ccc2c(c1)NC(=O)CS2
  1	7	1.7%	5	-9%	0%	8	-2%	-7
Cc1ccccc1OCc1nnc2c3cnn(C)c3ncn12
  10	9	-1.1%	2	-3%	-1%	10	1%	1

# Next results
SMILES,RXFP1 antag,D2 potentiator,RXFP1 agonist,D1 ag,Vif-APOBEC3F blk,Vif-APOBEC3G blk,D1 antag,GRP78 ERSR act,D1 potentiator
CN1CCCC1CCNC1C2CC3CC(C2)CC1C3 (stereo not given),2,-4,1.0%,5,-9%,0%,-4,-6%,-2
CCOC(=O)N1CCC(NCCNC(=O)c2cccs2)CC1,-1,x,-0.3%,-1,-5%,2%,2,-3%,-6
O=C(COC(=O)c1ccc(NC(=O)C2CC=CCC2C(=O)O)cc1)c1ccccc1 (stereo not given),0,10,3.9%,4,0%,2%,10,1%,-1
Cc1cccc(C)c1NC(=O)COC(=O)c1cccc2c1C(=O)c1ccccc1C2=O,15,3,3.8%,2,-8%,0%,26,-2%,8
CC(=O)c1cccc(NC(=O)C2CCCN(S(=O)(=O)c3cccc4nonc34)C2)c1 (stereo not given),8,18,-0.5%,3,32µM*,-26%,1,0%,4
CC(=O)NNc1[nH]c2c(c(=O)c1[N+](=O)[O-])c(=O)n(C)c(=O)n2C,-9,-3,20%,2,1%,3%,-20,-5%,-1
O=C(O)Cn1nc(-c2ccccc2)cc1-c1ccccc1,-6,-5,-0.1%,0,2%,1%,40,2%,1
CC(C)(C)c1ccc(/C=N/NC(=O)C(=O)NCCCN2CCOCC2)cc1,-4,-1,0.2%,1,-2%,3%,-11,-6%,0
Cn1nc(-c2ccc(Cl)cc2)cc1NC(=O)Nc1ccccc1,-14,8,4.0%,7,1%,0%,-10,5%,-1
O=C(Nc1cccc2c1C(=O)NC2=O)c1ccc(N2C(=O)CCC2=O)cc1,5,-1,0.3%,0,0%,1%,8,-2%,-2
Cc1ccc(NC(=O)C2CCN(c3nc4ccccc4nc3C(F)(F)F)CC2)cc1C,x,-3,0.5%,1,-7%,3%,2,-1%,-2
COc1ccc(C(C(=O)NC2CCCC2)N(Cc2cccnc2)C(=O)c2snc(C(N)=O)c2N)cc1 (stereo not given),-8,-3,-4.8%,1,u,-1%,-4,-4%,-8
CCC(CC)C(=O)NCCc1cc2ccc(C)cc2[nH]c1=O,x,-6,1.7%,3,1%,0%,2,-3%,3
COCCn1c(SCC(=O)NCC(c2ccccc2)N(C)C)nc2sc3c(c2c1=O)CCC3 (stereo not given),-17,x,x,x,7%,1%,x,-4%,x
N#CCC(=O)Nc1ccc(C(=O)Nc2ccc3c(c2)OCO3)cc1,-6,2,2.5%,7,2%,-2%,23,-3%,x
FC(F)(F)c1ccc(NC(=S)NC2CCCCC2)cc1,u,-4,1.5%,20,u,0%,-44*,0%,-11
Cc1ccc(SCCC(=O)NCc2ccco2)cc1,-8,35*,2.5%,2,-7%,-5%,-7,1%,-3
Cc1ccc(N2CC(C(N)=O)CC2=O)cc1 (stereo not given),-5,1,-0.1%,1,-2%,0%,1,-7%,6
CCCc1cc(=O)[nH]c(SCC(=O)Nc2ccc(C)c(S(=O)(=O)N3CCCCC3)c2)n1,-1,7,-0.1%,1,5%,-1%,3,-3%,4
CC(NC(=S)Nc1c(Br)cccc1OC(F)F)C(C)(C)C (stereo not given),29,-2,0.1%,10,-6%,0%,-11,-2%,-5
CNC(=O)c1cc2ccccc2o1,-13,0,0.7%,0,-4%,0%,17,-4%,1
CCOc1ccc2nc(C(=O)N3CCCC(C)C3)sc2c1 (stereo not given),-11,8,0.0%,2,1%,-4%,-5,-6%,6
CCn1ccnc1CN(C)Cc1nc(-c2ccc3c(c2)OCO3)no1,10,-22,-3.9%,3,-1%,-1%,1,1%,0
CC(C)CCn1c(Br)nc2c1c(=O)n(CC(N)=O)c(=O)n2C,-4,0,2.3%,1,2%,-1%,-4,-4%,4
CNS(=O)(=O)c1cccc(C(=O)OCC(=O)c2cc3ccccc3o2)c1,-30,4,1.3%,10,8%,-5%,-13,-3%,0
O=C(CCS(=O)(=O)c1ccc(Br)cc1)Nc1ccc(Cl)c(C(F)(F)F)c1,-29,6,-0.4%,12,0%,-9%,-11,0%,-2

# This is a subset. The share of hits here may be higher or lower than overall.
